zVAD death inh = L929 zVAD cell death inhibition; L929 zVAD necroptosis rescue, ATP luminescence, 24 h; with zVAD 60 µM; viability rescue, % at 10 µM; hit rate 0.38% among 220,000; AID 1377;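 active = activation, scaled between plate controls, above about 75%, limit read from the data; inactive = activation under that limit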;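 also: 0% = zVAD with DMSO and 100% = DMSO alone without zVAD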
FXIa inh = inhibitors of human coagulation factor XIa | P03951 | hit rate 0.14% among 220,000 | inhibition, % at 5 µM | purified FXIa, Boc-Glu-Ala-Arg-AMC fluorogenic substrate;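 active = inhibition of at least 40%; inactive = inhibition below 40%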;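 also: fluorescence of freed AMC excited at 355 nm; 0% = enzyme without compound and 100% = no enzyme blank; many of its hits are not listed in these tables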
KCC2 mod = modulators of human KCC2 chloride dependent transport. Q9H2X9. KCC2 cells, thallium flux FluoZin-2 fluorescence. B-score of Tl+ flux slope (higher = more flux/activation; lower = inhibition) at 10 µM. hit rate 2.2% among 190,000;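 active = thallium flux slope and its plate-corrected score both differing from the plate sample mean at a set confidence after two filtering rounds, in either direction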;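 also: slope of fluorescence scaled to starting intensity during 10 to 20 s after thallium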
FXIIa inh = factor XIIa (human) inhibition. P00748. purified FXIIa, Boc-QGR-AMC fluorogenic substrate, 2 h. inhibition, % at 5 µM. hit rate 0.3% among 220,000. AID 800; in the data active = inhibition above about 40%;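 also: 0% = enzyme with no compound and 100% = blank without enzyme; many of its hits are not listed in these tables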
Target sequence (P00748 20-372 limits assumed): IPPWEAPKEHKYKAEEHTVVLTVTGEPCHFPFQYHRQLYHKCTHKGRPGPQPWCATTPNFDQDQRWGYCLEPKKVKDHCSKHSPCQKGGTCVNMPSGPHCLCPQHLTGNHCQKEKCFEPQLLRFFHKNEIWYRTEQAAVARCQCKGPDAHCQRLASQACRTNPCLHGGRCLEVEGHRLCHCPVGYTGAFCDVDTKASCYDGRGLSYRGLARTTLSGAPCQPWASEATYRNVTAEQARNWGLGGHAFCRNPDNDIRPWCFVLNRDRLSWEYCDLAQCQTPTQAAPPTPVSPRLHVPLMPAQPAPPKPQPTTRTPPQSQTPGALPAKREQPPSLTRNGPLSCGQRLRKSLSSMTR
Target sequence (P00748 373-615 limits assumed): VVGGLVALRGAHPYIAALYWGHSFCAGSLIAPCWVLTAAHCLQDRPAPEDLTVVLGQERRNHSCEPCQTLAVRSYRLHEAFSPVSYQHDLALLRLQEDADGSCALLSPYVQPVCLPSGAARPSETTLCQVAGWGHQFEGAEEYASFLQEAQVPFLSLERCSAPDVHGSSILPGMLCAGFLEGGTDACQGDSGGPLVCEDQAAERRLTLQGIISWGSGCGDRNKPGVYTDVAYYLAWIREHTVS
TNF death inh = inhibitors of TNF-alpha induced necroptosis in Jurkat FADD-/- cells; Jurkat FADD-/- TNF necroptosis rescue, ATP luminescence, 24 h; 0 = TNF only, 100 = no-TNF cells; activation (protection from cell death), % at 10 µM; hit rate 0.068% among 220,000;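 active = activation, meaning protection from cell death, of at least 50% relative to plate controls; inactive = activation below 50%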;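 also: necroptosis triggered by 40 ng/mL TNF-alpha added together with compound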
Hck-Nef inh = blocks Nef-activated human Hck kinase; Recombinant Hck-YEEI plus Nef, Z-Lyte FRET kinase assay; inhibition, % at 20 µM; hit rate 0.68% among 220,000;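 active = Hck-Nef kinase inhibition above about 50%, limit read from the data; inactive = inhibition below that limit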;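 also: 0% = DMSO with Hck plus Nef and 100% = Hck alone without Nef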
KLK5 inh = kallikrein 5 (human) inhibition | Q9Y337 | recombinant hK5, fluorogenic AMC substrate cleavage | inhibition, % at 5 µM | hit rate 0.59% among 210,000 | AID 873;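 active = inhibition of 40% or more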;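 also: 0% = enzyme controls without compound and 100% = no-enzyme blanks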
Rad51 HR inh = Rad51 (human) homologous recombination inhibition; AID 1385; inhibition, % at 10 µM; hit rate 0.085% among 200,000; Q06609; hRad51 DNA strand exchange, fluorescence dequenching;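 active = inhibition above 40% at the single screening dose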;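 also: 0% = DMSO control wells and 100% = blanks with heterologous ssDNA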
Target sequence (Q06609 whole entry, looked up): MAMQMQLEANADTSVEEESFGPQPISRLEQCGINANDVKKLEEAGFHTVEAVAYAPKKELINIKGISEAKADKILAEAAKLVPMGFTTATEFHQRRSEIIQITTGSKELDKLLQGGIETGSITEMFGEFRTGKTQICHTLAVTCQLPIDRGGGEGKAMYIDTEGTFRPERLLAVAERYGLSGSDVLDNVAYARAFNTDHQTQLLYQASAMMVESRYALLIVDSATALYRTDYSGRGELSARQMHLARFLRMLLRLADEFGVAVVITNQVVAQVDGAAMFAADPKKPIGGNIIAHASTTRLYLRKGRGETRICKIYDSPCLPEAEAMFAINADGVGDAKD
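material = hRad51 filaments on single-stranded DNA | timing = filaments 15 min 37 °C, then compound 30 min | signal = FRET fluorescence dequenching, excitation 485 nm, emission 520 nm | benchmarks = control wells and blank wells on each plate | evaluation = percent inhibition relative to plate controls and blanks | compound = 10 µM final, single point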
thrombin 1536 = inhibitors of human thrombin | P00734 | hit rate 0.26% among 220,000 | inhibition, % at 5 µM | alpha-thrombin, Boc-VPR-AMC fluorogenic substrate cleavage;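 active = inhibition at or above 40%; inactive = inhibition below 40%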;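 also: 0% = enzyme with no compound and 100% = wells without enzyme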
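System – human alpha-thrombin · Medium – pH 7.5 Tris (50 mM) with NaCl 150 mM, Tween 20 0.05% · Compound – single-point dosing at 5 µM, 0.2% DMSO · Incubation – enzyme reaction carried out at room temperature · Technique – fluorescence of released AMC, ex 355 nm, em 460 nm · Read-out basis – % inhibition of thrombin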
* hit, by the source's call; nt = no result given. Some of the compounds tested (hit frequency here may not be typical).

Results follow in this order: Rad51 HR inh	FXIa inh	thrombin 1536	FXIIa inh	zVAD death inh	KLK5 inh	KCC2 mod	TNF death inh	Hck-Nef inh
> COc1ccc(NC(=O)c2ccc(C)cc2Cl)c([N+](=O)[O-])c1
→ 5	2	1	17	0.4	0	-0.68	-3.0	2
> O=C(Nc1cccc(-c2nc3ccccc3c(=O)o2)c1)c1ccccc1
→ 23	3	10	6	2.7	1	-0.053	0.4	38
> O=C(NCCc1ccccc1)C(=O)Nc1ccc2c(c1)OCCO2
→ -5	-6	-4	-4	0.4	-6	-0.54	2.7	-21
> Cc1cn([C@H]2C[C@H](N=[N+]=[N-])[C@@H](CO)O2)c(=O)[nH]c1=O
→ -8	2	-2	6	1.7	-10	-0.82	-4.2	-1
> CC(C)CCn1c(Cl)nc2c1c(=O)n(C)c(=O)n2C
→ 5	-13	32	10	0.3	28	nt	0.4	0
> Cc1ccc2cc(CN(CC(C)C)C(=O)C3CCCO3)c(=O)[nH]c2c1 (stereo unspecified)
→ 3	0	5	13	-0.1	-20	nt	-0.8	0
> O=C(CN1CCN(c2ccccc2)CC1)N1CCc2[nH]c3ccccc3c2C1
→ 1	9	5	12	0.7	-5	0.11	-2.4	0
> O=C1Nc2ccc(F)cc2C12Nc1ccccc1-c1nnc(SCc3ccccc3Cl)nc1O2 (stereo unspecified)
→ 0	6	5	13	1.3	-5	nt	-5.4	3
> CC(C)n1c(Nc2ccccc2)nc2ccccc21
→ -9	2	1	9	-0.2	-16	0.44	-1.0	4
> COC(=O)c1cc2occc2n1CC(=O)Nc1cc(OC)cc(OC)c1
→ 8	2	18	27	-0.1	62*	1.5	0.3	1
> O=C(Nc1c(-c2cccs2)nc2ccccn12)c1ccc2ccccc2c1
→ -1	5	-3	8	0.7	-7	0.35	-1.4	2
> CCCCn1c(N)c(N(CCOC)C(=O)CSc2nc3ccc(C)cc3[nH]2)c(=O)[nH]c1=O
→ 6	-2	-10	5	0.5	-2	nt	0.3	0
> C[C@H](NC(=O)OCc1ccccc1)c1nnc([C@H](C)NC(=O)OCc2ccccc2)o1
→ 5	2	2	7	0.0	3	-0.21	2.1	26
> COc1cc2c(cc1OC)C(C(=O)O)C(c1cc(Br)c(O)c(OC)c1)N(C)C2=O (stereo unspecified)
→ -4	0	-2	14	2.4	-11	nt	0.4	3
> Cc1nc2nc(N)nn2c(C)c1C/C=C/c1ccccc1
→ 2	-3	-4	8	1.4	0	-0.45	-0.3	0
> O=[N+]([O-])c1ccccc1CN1CCN(Cc2ccccn2)CC1
→ 2	-9	-9	-5	2.6	-27	-0.057	1.2	4
> COc1cccc(CNC(=O)CNC(=S)N(Cc2ccccc2)Cc2ccccc2F)c1
→ 5	1	3	5	-0.4	-11	-1.1	0.3	7
> CC1CN(CC(O)COC(c2ccccc2)c2ccccc2)CC(C)O1 (stereo unspecified)
→ 21	-13	-11	-6	-0.7	-11	0.13	0.9	1
> O=C(Nc1nc2c(s1)CN(Cc1ccccc1)CC2)C1CCC1
→ 8	8	-1	8	6.5	5	-2.3	3.2	29
> Cc1ccc(-c2nc3ccccn3c2Nc2ccccc2)o1
→ nt	4	0	5	nt	-17	1	-3.2	8
> O=C1S/C(=C\c2ccc(O)c([N+](=O)[O-])c2)C(=O)N1Cc1cccc([N+](=O)[O-])c1
→ 3	2	-2	10	1.2	4	nt	-1.4	19
> CCOc1ccc(Nc2nc(Cc3nnc(SCC(=O)N(CC)CC)n3C)cs2)cc1
→ 7	25	2	33	0.0	-1	-1.4	-0.4	9
> CC(C(=O)N1CCCC1)c1ccc([N+](=O)[O-])cc1 (stereo unspecified)
→ -26	-1	1	4	0.1	-5	0.29	0.5	6
> CCOC(=O)C1CCCN(C/C(O)=C(\C#N)c2nc(-c3ccccc3)cs2)C1 (stereo unspecified)
→ -6	6	0	20	0.4	-28	-0.7	1.0	-1
> COc1ccc(N2CCN(CC(=O)N3N=CCC3c3ccccc3)CC2)cc1 (stereo unspecified)
→ -2	2	-1	-1	1.6	-9	-0.02	26	6
> COc1cc(NC(=O)c2ccc(Cl)cc2Cl)ccc1NC(=O)c1cccs1
→ -1	-2	-2	11	-0.6	-3	nt	2.9	19
> CCC(=O)N(Cc1cc2ccccc2[nH]c1=O)C(C)C
→ 6	3	-3	6	0.7	-5	0.33	-2.3	0
> CCNC(=S)NN=C1c2ccccc2-c2ccccc21
→ -4	1	-4	3	0.4	-4	34*	-1.4	-11
> CC(=O)N1N=C(c2ccc3nccnc3c2)CC1c1ccccc1 (stereo unspecified)
→ 4	-2	1	13	-0.4	2	nt	-3.8	0
> C=CCn1c(-c2sccc2C)n[nH]c1=S
→ 8	7	-5	10	0.1	-12	0.22	0.7	8
> CC(C)CC1C(C#N)=C(N)SC(N)=C1C#N
→ -64	23	4	30	2.4	-9	nt	-0.4	1
> O=c1[nH]c(CSc2nc3ccccc3[nH]2)nc2c1cnn2-c1ccccc1
→ 4	4	-3	13	8.6	-36	-1	2.8	4
> CC(C)NC(=O)N(O)C1N(C(C)C)C(=O)N(Cc2ccc3c(c2)OCO3)C1(C)C (stereo unspecified)
→ 8	1	-7	2	1.5	-6	0.65	3.8	3
> C/C(=N\NC(=S)NC1CCCCC1)c1cccc(C(F)(F)F)c1
→ -1	-5	-7	2	-1.0	-3	1.8	-0.1	13
> CCS(=O)(=O)Nc1ccc(C2=NN(S(C)(=O)=O)C(c3cccs3)C2)cc1 (stereo unspecified)
→ 3	-2	-9	8	4.1	1	-1.5	3.7	22
> CC(=O)N1CCN(S(=O)(=O)c2cccc(C(=O)Nc3nc4c(s3)CCCC4)c2)CC1
→ 2	-1	0	3	-0.6	5	1.4	-6.2	-1
> COC(=O)c1ccc(CSc2nnc(Nc3cccc(OC)c3)s2)o1
→ 7	2	0	5	0.0	-1	-1.4	5.9	1
> CC(C)(C)NC(=O)c1cnn(-c2ccccc2)c1NC(=O)c1ccccc1
→ -2	-11	-10	-11	0.1	-18	0.43	0.7	-2
> COC(=O)c1ccc(C23CC4(C2)[C@H](CN(Cc2cccnc2)[C@@H]4c2ccccc2)C3c2ccccc2)cc1 (stereo partly specified)
→ -10	-4	-4	3	0.6	-2	0.49	-1.0	24
> CC1CCCC(NC(=O)COC(=O)CCc2ccccc2)C1C (stereo unspecified)
→ 6	-2	8	9	2.0	-7	-2.3	-0.5	44
> CCN(CC)S(=O)(=O)c1ccc(NS(=O)(=O)c2ccc(F)cc2)cc1
→ 0	2	3	14	-0.7	-6	nt	0.7	0
> CN(C1CCCCC1)S(=O)(=O)c1ccc2[nH]c(=O)oc2c1
→ 4	-6	-1	12	0.4	-2	0.0069	-0.7	7
> CC1CCc2nc(NC(=O)CN3CCN(c4ccccc4)CC3)sc2C1 (stereo unspecified)
→ -1	-2	1	1	0.2	9	0.73	-2.7	1
> Cc1nc2ccc(S(=O)(=O)NCC(=O)N3CCOCC3)cc2s1
→ 6	-3	-7	-18	2.0	2	nt	-0.2	3
> CCOC(=O)c1ccc2c(c1)n(CC)c(/C=C/N(C)c1ccccc1)[n+]2CC
→ 2	5	-2	10	-0.5	-8	0.22	-3.5	3
> CCCc1nc2ccccc2c2nc(N)nn12
→ 11	-4	1	-12	-0.2	5	0.12	0.6	11
> O=S(=O)(Cc1ccccc1)NCC1CCCO1 (stereo unspecified)
→ 8	2	-1	13	3.7	-4	0	12	-1
> N#Cc1nc(Cc2cccc3ccccc23)oc1NCc1ccc2c(c1)OCO2
→ 0	3	1	13	-0.2	-9	-5.1*	-2.3	-3
> CC(=O)c1cccc(NC(=O)Cc2ccc3c(c2)CCCC3)c1
→ 2	-1	1	7	0.2	4	nt	-1.7	1
> N#Cc1ccc2c(c1)NC(=O)C1CCCN21 (stereo unspecified)
→ -20	2	-2	4	1.5	-24	nt	0.5	23
> COc1ccc(Cl)cc1NC(=O)C(C)Sc1n[nH]c(N)n1 (stereo unspecified)
→ 2	4	5	11	0.3	-5	-1.4	-0.7	0

Some of these compounds in order of SMILES length, low to high:
Results follow in this order: Rad51 HR inh	FXIa inh	thrombin 1536	FXIIa inh	zVAD death inh	KLK5 inh	KCC2 mod	TNF death inh	Hck-Nef inh
> CCCc1nc2ccccc2c2nc(N)nn12
→ 11	-4	1	-12	-0.2	5	0.12	0.6	11
> O=S(=O)(Cc1ccccc1)NCC1CCCO1 (stereo unspecified)
→ 8	2	-1	13	3.7	-4	0	12	-1
> N#Cc1ccc2c(c1)NC(=O)C1CCCN21 (stereo unspecified)
→ -20	2	-2	4	1.5	-24	nt	0.5	23
> CC1CCCC(NC(=O)COC(=O)CCc2ccccc2)C1C (stereo unspecified)
→ 6	-2	8	9	2.0	-7	-2.3	-0.5	44
> CC(=O)c1cccc(NC(=O)Cc2ccc3c(c2)CCCC3)c1
→ 2	-1	1	7	0.2	4	nt	-1.7	1
> Cc1nc2ccc(S(=O)(=O)NCC(=O)N3CCOCC3)cc2s1
→ 6	-3	-7	-18	2.0	2	nt	-0.2	3
> CN(C1CCCCC1)S(=O)(=O)c1ccc2[nH]c(=O)oc2c1
→ 4	-6	-1	12	0.4	-2	0.0069	-0.7	7
> N#Cc1nc(Cc2cccc3ccccc23)oc1NCc1ccc2c(c1)OCO2
→ 0	3	1	13	-0.2	-9	-5.1*	-2.3	-3
> CC(C)(C)NC(=O)c1cnn(-c2ccccc2)c1NC(=O)c1ccccc1
→ -2	-11	-10	-11	0.1	-18	0.43	0.7	-2
> CCOC(=O)c1ccc2c(c1)n(CC)c(/C=C/N(C)c1ccccc1)[n+]2CC
→ 2	5	-2	10	-0.5	-8	0.22	-3.5	3
> COC(=O)c1ccc(C23CC4(C2)[C@H](CN(Cc2cccnc2)[C@@H]4c2ccccc2)C3c2ccccc2)cc1 (stereo partly specified)
→ -10	-4	-4	3	0.6	-2	0.49	-1.0	24

Assay outcomes (PubChem BioAssay)
